TcdB GH inh – TcdB glycohydrolase inhibitors, primary screen, biochemical, single point, plate reader; AID 652162, 2013; inhibition, % at 9.99 µM; TcdB glycohydrolase enzymatic assay; 350,000 tested, 0.24% active; in the data active means inhibition above about 10%
Target sequence (P18177 whole entry, looked up): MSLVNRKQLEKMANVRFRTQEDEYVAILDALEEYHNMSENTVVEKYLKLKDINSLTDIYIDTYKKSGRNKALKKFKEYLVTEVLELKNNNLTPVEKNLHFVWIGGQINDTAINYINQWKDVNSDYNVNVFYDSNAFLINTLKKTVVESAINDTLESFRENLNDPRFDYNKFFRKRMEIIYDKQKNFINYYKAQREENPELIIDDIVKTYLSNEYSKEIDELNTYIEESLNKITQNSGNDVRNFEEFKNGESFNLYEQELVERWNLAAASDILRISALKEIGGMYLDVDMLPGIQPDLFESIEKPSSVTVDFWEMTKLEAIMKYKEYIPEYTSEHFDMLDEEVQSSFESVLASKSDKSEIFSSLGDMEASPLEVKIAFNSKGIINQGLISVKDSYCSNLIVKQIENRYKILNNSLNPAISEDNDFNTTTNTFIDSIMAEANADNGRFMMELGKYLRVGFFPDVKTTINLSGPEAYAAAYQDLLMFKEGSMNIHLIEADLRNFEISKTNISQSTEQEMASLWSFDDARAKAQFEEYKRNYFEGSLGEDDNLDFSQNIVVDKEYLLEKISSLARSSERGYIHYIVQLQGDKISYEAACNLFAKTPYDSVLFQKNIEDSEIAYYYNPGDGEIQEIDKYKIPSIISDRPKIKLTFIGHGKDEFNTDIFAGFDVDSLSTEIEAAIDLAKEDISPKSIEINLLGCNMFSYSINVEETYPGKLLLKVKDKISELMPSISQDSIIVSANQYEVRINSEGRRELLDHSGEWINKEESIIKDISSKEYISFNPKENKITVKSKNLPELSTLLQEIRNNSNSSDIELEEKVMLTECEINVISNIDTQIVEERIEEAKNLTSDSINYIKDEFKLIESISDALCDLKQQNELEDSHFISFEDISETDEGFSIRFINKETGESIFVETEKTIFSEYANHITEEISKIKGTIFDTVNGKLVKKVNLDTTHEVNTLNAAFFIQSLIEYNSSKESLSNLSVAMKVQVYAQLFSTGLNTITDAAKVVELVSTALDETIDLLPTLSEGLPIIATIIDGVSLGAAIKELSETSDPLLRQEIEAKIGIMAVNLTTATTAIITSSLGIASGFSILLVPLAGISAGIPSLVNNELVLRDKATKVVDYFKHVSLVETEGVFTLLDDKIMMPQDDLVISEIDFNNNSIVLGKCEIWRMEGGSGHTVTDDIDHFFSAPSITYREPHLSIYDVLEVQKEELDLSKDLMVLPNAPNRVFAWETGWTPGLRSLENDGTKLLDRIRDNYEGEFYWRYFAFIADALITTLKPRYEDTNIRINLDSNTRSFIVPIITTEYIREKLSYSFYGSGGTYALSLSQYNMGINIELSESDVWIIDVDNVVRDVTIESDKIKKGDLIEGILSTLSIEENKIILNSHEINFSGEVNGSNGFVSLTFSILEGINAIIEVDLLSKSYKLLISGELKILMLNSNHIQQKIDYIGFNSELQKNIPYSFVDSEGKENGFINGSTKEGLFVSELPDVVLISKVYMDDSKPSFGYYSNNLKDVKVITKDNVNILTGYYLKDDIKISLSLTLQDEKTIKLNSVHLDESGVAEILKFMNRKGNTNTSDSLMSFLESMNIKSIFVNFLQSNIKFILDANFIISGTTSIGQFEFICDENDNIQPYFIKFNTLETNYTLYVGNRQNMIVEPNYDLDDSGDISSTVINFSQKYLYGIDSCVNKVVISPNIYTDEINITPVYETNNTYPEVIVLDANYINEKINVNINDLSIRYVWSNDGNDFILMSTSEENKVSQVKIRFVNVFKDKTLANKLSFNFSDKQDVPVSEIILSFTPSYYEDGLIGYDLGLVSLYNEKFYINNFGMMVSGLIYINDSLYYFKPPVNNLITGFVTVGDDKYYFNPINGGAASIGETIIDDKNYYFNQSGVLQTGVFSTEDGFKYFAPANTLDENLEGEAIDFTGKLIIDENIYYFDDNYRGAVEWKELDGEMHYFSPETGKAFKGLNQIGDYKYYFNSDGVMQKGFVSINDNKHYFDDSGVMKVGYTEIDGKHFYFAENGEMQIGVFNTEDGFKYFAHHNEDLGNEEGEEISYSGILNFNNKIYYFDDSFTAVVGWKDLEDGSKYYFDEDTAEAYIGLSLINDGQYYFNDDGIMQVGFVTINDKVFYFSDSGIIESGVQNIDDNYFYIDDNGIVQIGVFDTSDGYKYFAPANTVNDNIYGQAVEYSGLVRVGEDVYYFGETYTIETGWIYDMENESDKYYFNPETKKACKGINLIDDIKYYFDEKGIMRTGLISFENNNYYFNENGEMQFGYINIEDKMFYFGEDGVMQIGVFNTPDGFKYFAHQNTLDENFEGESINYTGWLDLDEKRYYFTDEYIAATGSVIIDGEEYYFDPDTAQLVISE
BoNT A protease – BoNT/A light chain protease inhibitors, primary screen, biochemical, flow cytometry, MLPCN library; multiplex microsphere protease substrate cleavage; inhibition, % at 10 µM; 360,000 tested, 0.17% active; AID 588499, 2011; further: plate controls were buffer without enzyme for full effect and enzyme alone for no effect
Y pestis TopoI – Yersinia pestis topoisomerase I inhibitors, primary screen, biochemical, cleavage product accumulation, plate reader, single point. DNA topoisomerase I (Yersinia pestis CO92). activity, % at 10 µM. 360,000 tested, 0.064% active. Y. pestis Topo-I cleavage product accumulation; in the data active means activity above about 50%, passing the limit was not always enough; inconclusive means no clear call, values can overlap the other calls; further: inactives centre near 2
PfHsp40 rescue – rescue of yeast from PfHsp40 toxicity, primary screen, S. cerevisiae, ATP luminescence. 340,000 tested, 0.68% active. S. cerevisiae expressing PfHsp40, growth rescue. growth rescue, % at 12.5 µM. AID 504582, 2011; in the data active means growth rescue above about 28%, passing the limit was not always enough; inconclusive means no clear call, values can overlap the other calls;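 further: yeast W303a lacking pdr1 and pdr3 grown in galactose medium; growth measured after three days at 30 °C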
CCHF vOTU inh – CCHFV vOTU protease inhibitors, primary screen, biochemical, Pep-AMC substrate, fluorescence; inhibition, % at 11.5 µM; 370,000 tested, 0.55% active; AID 651958, 2012; in the data active means inhibition above about 30%; further: 0% = vehicle wells with enzyme and 100% = no enzyme wells
FadD28 binding – inhibitors of FadD28 bisubstrate probe binding, primary screen, biochemical, fluorescence polarization, single point; AID 588549, 2011; 360,000 tested, 0.22% active; Mycobacterium tuberculosis FadD28 fatty-acid-AMP ligase; inhibition, % at 12.5 µM; in the data active means inhibition above about 8.5%, passing the limit was not always enough; inconclusive means no clear call, values can overlap the other calls
BoNT-F LC inh – BoNT/F light chain protease inhibitors, primary screen, biochemical, flow cytometry, MLPCN library; Botulinum neurotoxin type F light chain protease (Clostridium botulinum); Multiplex microsphere protease cleavage assay; inhibition, % at 10 µM; AID 588497, 2011; 360,000 tested, 0.22% active; in the data active means inhibition above about 35%, passing the limit was not always enough; inconclusive means no clear call, values can overlap the other calls; further: plate controls were buffer without enzyme for full effect and enzyme alone for no effect
Anthrax LF inh2 – Bacillus anthracis LF protease inhibitors, primary screen, biochemical, multiplex microsphere, MLPCN library; Lethal factor (Bacillus anthracis), P15917; multiplex microsphere protease cleavage assay; inhibition, % at 10 µM; 360,000 tested, 0.12% active; AID 588501, 2011; further: plate controls were buffer without enzyme for full effect and enzyme alone for no effect
PrPC surface inh – inhibitors of human cell surface prion protein PrPC, primary screen, cell-based, TR-FRET | Major prion protein (Homo sapiens), P04156 | TR-FRET read-out | inhibition, % at 13.8 µM | 370,000 tested, 0.43% active | AID 720596, 2013; in the data active means inhibition above about 24%; further: 0% = median of the test wells and 100% = reference compound wells
Numbers without * were called inactive; u = inconclusive; x = no result given. Unless noted, no stated cut-off is given here; in the data, active means inhibition above about 30%; inconclusive means no clear call, values can overlap the other calls; inactive means below that.

SMILES	TcdB GH inh	BoNT A protease	Y pestis TopoI	PfHsp40 rescue	CCHF vOTU inh	FadD28 binding	BoNT-F LC inh	Anthrax LF inh2	PrPC surface inh
COc1cccc(C2/C(=C(/O)c3ccc4c(c3)CC(C)O4)C(=O)C(=O)N2CC2CCCO2)c1 (stereo not given)	x	-5.1	1	-0.3	x	-1.8	1	-1	x
Cc1nnc(C)n1/N=C/c1cccs1	x	0.1	-5	-1.9	-4	-3.3	2	-1	-2
Cn1cc(/C=C/C(=O)c2ccccc2)c2ccccc21	0.4	1.0	8	19	8	-2.9	-3	3	-18
Fc1ccccc1NC(=S)NCCc1ccccc1	x	-2.4	-1	0.1	-3	-0.4	u	-12	3
O=C(CSc1nnc(-c2ccc(Cl)cc2)n1Cc1ccco1)Nc1ccc2c(c1)OCCO2	x	2.9	28	-0.6	5	-0.8	7	7	3
O=C1C=C(c2ccccc2)C(c2ccccc2)C1O (stereo not given)	1.3	0.0	-2	-0.3	10	-2.8	-6	-6	2
COC(Cn1c(C)c(C(C)=O)c(C(C)=O)c1C)OC	x	-0.1	-10	0.2	-12	-0.8	0	0	4
CN(Cc1ccccc1)C(=O)C(=O)c1cn(CC(=O)N2CCCC2)c2ccccc12	0.5	-1.6	20	-1.1	5	-5.7	6	0	4
CCC(=O)Oc1ccc(NC(=O)CSCc2ccccc2)cc1	1.0	-0.3	-1	1.0	2	-2.5	-5	0	4
OCC1(CCCc2ccccc2)CCN(C2CCC2)CC1	0.9	-0.2	6	-1.2	-10	-1.0	u	-3	-4
COC(=O)/C(=C1/Oc2ccc(C(C)(C)C)cc2S1)C(F)(F)F	-0.1	-0.5	5	-0.1	-7	-3.7	2	-1	4
COc1ccc(NC(=O)CN2C(=O)CSC2=O)cc1	x	0.7	9	-1.3	-9	-3.7	5	-1	8
CC(C)/C=C/CN1CCN(CCCc2ccccc2)C(CCO)C1 (stereo not given)	0.7	-3.4	9	0.6	-4	0.1	-15	-5	-7
COc1cccc(CN(CC(=O)NCC2CCCO2)C(=O)CCC(=O)Nc2cc(C)on2)c1 (stereo not given)	x	0.2	-3	-0.6	10	-2.8	-1	4	-4
COc1cc(/C=N/N(c2ccccc2)c2ccccc2)ccc1O	-3.8	x	-2	0.4	-1	-1.9	x	x	-4
Cc1ccc(S(=O)(=O)N2CCCC2)cc1C(=O)NCCOc1ccccc1	0.5	-4.8	2	1.1	-4	-2.7	-10	-1	7
O=C1C2C3C=CC(C4CC34)C2C(=O)N1Cc1ccccc1 (stereo not given)	1.0	0.8	-2	0.2	11	0.2	-1	0	1
Cc1ccc2oc(=O)n(CCOc3ccccc3Cl)c2c1	2.5	0.0	-9	-0.3	8	0.9	-20	-10	7
CN(Cc1nccs1)C(=O)C1CCC(=O)N(Cc2ccccc2F)C1 (stereo not given)	0.8	3.1	9	0.2	-11	-4.1	13	-2	8
Cc1nc2ccccc2cc1C(=O)N/N=C/c1ccc([N+](=O)[O-])cc1	-0.5	-0.6	-4	-1.6	-6	-1.7	-5	-1	-24
Cc1ccc(S(=O)(=O)N2CCN(C(=O)CN3CCCSc4ccccc43)CC2)cc1	-2.8	-0.5	27	8.9	-11	-1.5	-4	-9	-1
C=CCN(C)CC/C=C1\c2ccccc2CSc2ccccc21	x	-1.6	17	0.1	5	-5.2	-8	-2	-5
CC(=O)Nc1ccc(N2CCN(Cc3ccccc3)CC2)cc1	0.2	-0.2	2	-0.9	8	0.6	7	2	1
Cc1cc(NC(=O)Cn2cnc3c(cnn3C(C)(C)C)c2=O)no1	0.0	0.3	-9	-1.4	-16	-7.0	1	6	2
CCN(C(=O)COC(=O)c1cccc(S(=O)(=O)N(C)C)c1)c1c(N)n(Cc2ccccc2)c(=O)[nH]c1=O	0.3	0.2	1	-0.3	5	-7.9	2	-4	5
Next part.
SMILES	TcdB GH inh	BoNT A protease	Y pestis TopoI	PfHsp40 rescue	CCHF vOTU inh	FadD28 binding	BoNT-F LC inh	Anthrax LF inh2	PrPC surface inh
Cc1ccc(Oc2ccc(NS(=O)(=O)c3cccc(C(=O)O)c3)cc2)cc1	-1.3	-1.0	1	1.3	10	-11	-9	-4	-2
CN(Cc1ccccc1)c1cc2c(c3c1ccn3C)C1CCC2O1 (stereo not given)	-3.4	-0.4	x	x	5	-1.6	-4	-9	-1
Cc1oc2cc3oc(=O)c(CCC(=O)N4CCC(C(=O)O)(c5ccccc5)CC4)c(C)c3cc2c1C	0.1	-0.1	11	x	-12	0.6	4	0	10
O=c1[nH]c(=O)n(Cc2ccco2)c2c1C(C(F)(F)F)(C(F)(F)F)N=C(c1ccco1)N2	x	-3.1	-1	1.4	18	-1.3	-5	0	-1
CCOC(=O)C1=C(CS(=O)(=O)c2ccc(C)cc2)NC(=O)NC1c1cc(OC)c(O)c(OC)c1 (stereo not given)	-4.9	-1.6	7	1.8	0	-1.6	-3	3	7
Cc1ccc(-c2n[nH]c(=O)c3ccccc23)cc1S(=O)(=O)NC(C)(C)C	0.3	0.2	2	-0.8	2	-2.3	0	-8	1
Cc1nccc2c1[nH]c1ccccc12	0.7	2.1	2	-1.1	-186	0.6	u	-4	6
O=C1CNC(=S)N1C(CO)c1ccccc1 (stereo not given)	0.3	-4.5	-1	-1.2	-12	-0.3	-24	-4	-2
Cc1n[nH]c(C)c1CN(C)C(=O)C1CCC(=O)N(CCc2cccc(F)c2)C1 (stereo not given)	0.6	0.8	1	-0.2	-8	-0.7	2	-3	-2
O=c1cc2c(nn1Cc1ccccc1)-c1ccccc1CC2	-0.6	-0.4	4	-0.2	9	0.3	-3	2	3
COc1ccc(CCNC2CC(C)N(C)CC2C)cc1OC (stereo not given)	x	-0.9	3	-0.4	7	-3.2	-5	-3	-2
Cc1cc(C)c(OCC(O)CN2CCN(c3ccccn3)CC2)c(C)c1 (stereo not given)	-0.5	0.6	25	0.0	7	-2.1	1	-1	3
O=C(c1ccco1)N1CCN(C(=O)c2oc(=O)c3ccccc3c2-c2ccccc2)CC1	0.3	-0.9	8	-1.6	-7	-3.7	-3	-5	2
O=c1c2ccccc2c(C=Nc2ccc(S(=O)(=O)N3CCCCC3)cc2)c(O)n1-c1ccc(Cl)cn1	x	0.0	2	-0.7	5	-2.4	2	1	-3
COc1ccccc1NS(=O)(=O)c1cc([N+](=O)[O-])ccc1N/N=C/c1sc(N2CCOCC2)nc1-c1ccccc1	-0.4	4.9	-2	-1.6	-3	-2.3	-3	5	-1
COc1ccc(/C=C\C(=O)CC(O)(c2ccccc2)C(F)(F)F)cc1 (stereo not given)	x	0.5	3	-0.8	-4	-7.3	4	1	-2
CCCCc1c(Cc2ccccc2)ncn1CCc1ccccc1OC	-0.1	-1.4	x	x	27	x	-11	-15	24
CCOc1ccc2[nH]c3nc(SCC(=O)NC4CCCC4)nnc3c2c1	-0.2	1.4	8	0.6	1	-3.9	2	4	2
CCOc1ccccc1NC(=O)COC(=O)c1cc(C(=O)OC)cc([N+](=O)[O-])c1	x	-0.1	-2	-1.1	12	-4.0	0	-3	2
O=C(NCCCN1CCOCC1)c1cc(Cl)ccc1Cl	-0.6	-0.3	-13	-2.2	0	-2.7	u	4	2
COC(=O)c1cccc(NC(N)=S)c1	1.1	-0.1	-4	-0.1	6	-2.8	2	2	2
O=C1/C(=C/c2ccncc2)CCC/C1=C\c1ccncc1	0.7	-0.3	7	-0.9	6	-0.4	-6	2	-5
CC(C)(C)NC(=O)C(OC(=O)c1ccco1)c1ccc(Cl)cc1 (stereo not given)	-0.5	0.6	4	-0.6	-12	-1.6	u	-10	7
CCNC(=S)N(Cc1ccco1)Cc1cc2cc3c(cc2[nH]c1=O)OCCO3	x	-0.3	10	-0.4	-16	-4.5	-1	0	0
CC(C)(C)OC(=O)N1CCC(CNC(=O)c2ccc(F)cc2F)CC1	-0.5	-0.1	1	1.7	0	-0.9	-7	8	2

Part of the list above, with two lines to a compound.
Each structure is followed by: TcdB GH inh, BoNT A protease, Y pestis TopoI, PfHsp40 rescue, CCHF vOTU inh, FadD28 binding, BoNT-F LC inh, Anthrax LF inh2, PrPC surface inh
CCC(=O)Oc1ccc(NC(=O)CSCc2ccccc2)cc1
  1.0, -0.3, -1, 1.0, 2, -2.5, -5, 0, 4
OCC1(CCCc2ccccc2)CCN(C2CCC2)CC1
  0.9, -0.2, 6, -1.2, -10, -1.0, u, -3, -4
COC(=O)/C(=C1/Oc2ccc(C(C)(C)C)cc2S1)C(F)(F)F
  -0.1, -0.5, 5, -0.1, -7, -3.7, 2, -1, 4
COc1ccc(NC(=O)CN2C(=O)CSC2=O)cc1
  x, 0.7, 9, -1.3, -9, -3.7, 5, -1, 8
CC(C)/C=C/CN1CCN(CCCc2ccccc2)C(CCO)C1 (stereo not given)
  0.7, -3.4, 9, 0.6, -4, 0.1, -15, -5, -7

(continued)
SMILES	TcdB GH inh	BoNT A protease	Y pestis TopoI	PfHsp40 rescue	CCHF vOTU inh	FadD28 binding	BoNT-F LC inh	Anthrax LF inh2	PrPC surface inh
Cc1[nH]c(=O)[nH]c(=S)c1C(=O)Nc1ccc(Cl)c(Cl)c1	0.1	-2.3	-4	-0.1	-4	-1.3	10	9	7
COCCn1c(=S)[nH]c2cc(C(=O)N3CCN(c4ccc(F)cc4)CC3)ccc2c1=O	x	0.0	17	-0.6	1	1.3	1	1	-8
O=C(NCCc1ccccc1)c1cc(-c2ccc3c(c2)OCO3)on1	x	-0.5	0	0.4	-1	-1.7	0	-2	1
CN(C)c1nc2c(c(=O)[nH]c(=O)n2C)n1CCOc1ccccc1	-0.2	-5.4	0	-1.4	-2	0.4	u	-10	6
O=C(Nc1ccncc1)c1ccc(C(=O)Nc2ccncc2)cc1	1.1	0.0	4	-0.6	-5	-1.2	-4	-1	7
CC(C)N(C(=O)Cc1ccccc1[N+](=O)[O-])C(C)C	1.9	-0.1	-2	-0.5	-11	-0.8	-6	-3	-6
CC(=O)Nc1cc(S(=O)(=O)Nc2ccccc2C)c(C)cc1C	x	1.7	-8	-0.4	12	-1.7	23	2	12
Cn1c(=O)c2c(nc(SCCCC#N)n2Cc2c(F)cccc2Cl)n(C)c1=O	1.1	0.4	3	0.0	3	-2.7	-5	0	0
O=C(O)c1cccc(Nc2nc(-c3cccnc3)nc3ccccc23)c1	-0.9	0.7	4	2.2	6	-8.7	5	-1	4
CC(C)C(=O)Nc1cccc(COc2cccc(CN(Cc3ccccc3)C(=O)OC(C)(C)C)c2)c1	1.2	-0.2	16	0.5	13	-2.3	0	-3	-4
COC(=O)c1ccc(CN2C(=O)c3ccccc3S2(=O)=O)cc1	x	-0.7	-1	0.0	-12	-2.7	-4	-4	17
CCN1CCN(C(=O)c2cc(-c3cccnc3)nc3ccc(Br)cc23)CC1	0.7	u	-4	-0.7	0	-2.9	-1	2	5
Cn1c(=O)c([N+](=O)[O-])c(NCc2ccc3c(c2)OCO3)c2ccccc21	-0.9	x	-4	-0.8	-12	-2.4	x	x	6
Cc1ccc(S(=O)(=O)N(CC(=O)Nc2ccc(Cl)c([N+](=O)[O-])c2)C2CCCCC2)cc1	x	0.8	9	0.9	8	-3.7	-13	1	11
C(=C\c1ccccc1)/CN1CCN(C(c2cccc3ccccc23)c2nnnn2Cc2ccccc2)CC1 (stereo not given)	-6.7	-1.0	x	x	11	-1.3	-2	-4	9
C=CCn1c(N)c(C(=O)Nc2ccc(C)cc2)sc1=S	x	0.6	3	16	8	-4.5	13	-2	-8
COC(=O)C1N[C@@H]([C@@H](NC(=O)COc2ccccc2)C(=O)Nc2ccc(OC)cc2)SC1(C)C (stereo not given in full)	0.1	-0.1	15	-1.3	3	-4.6	2	-6	3
CC(C)c1ccc(NC(=S)N(C)CCc2ccccn2)cc1	0.5	-0.1	-3	-0.3	-17	-3.6	-4	0	0
CN(C)c1ccc(C(O)P(=O)(OC2CCCCC2)OC2CCCCC2)cc1 (stereo not given)	-0.5	x	16	3.5	4	-0.8	x	x	0
O=C1CN(C(=O)COC(=O)c2ccc(C(F)(F)F)cc2)c2ccccc2N1	0.6	0.0	-4	-0.7	-2	-1.9	3	2	4
